MEKK2mut PB1 HTS – signal of MEK5 binding to mutant human MEKK2 PB1 domain. bead flow cytometry, Alexa488-MEK5 binding to MEKK2 mutant. percent response, % at 10 µM. actives 0.35% (n = 290,000). AID 1530; in the data active means percent response above about 24%, passing the limit was not always enough; further: inactives centre near 1; some results filed as inactive read as strong as hits
DNA FID counter – fluorescent intercalator displacement, NS3 helicase counter-screen; DNA fluorescent intercalator displacement, fluorescence; inhibition, % at 7.9 µM; actives 0.17% (n = 290,000); AID 1845; in the data active means inhibition above about 37%;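 further: 0% = vehicle and 100% = reference compound; higher means more ethidium bromide displaced from hairpin DNA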
GalR3 antag – antagonists of human GalR3 | HEK293 GalR3-CNG cAMP membrane potential fluorescence; galR3 body fused to GalR1 C-terminus | O60755 | AID 651719 | actives 0.44% (n = 360,000) | inhibition, % at 3 µM;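 active means inhibition above the screen-wide average plus 3 SD, cut at about 13% in these data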;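 further: forskolin and galanin both at EC90 stimulate the cells; cAMP rise reported by CNG channel membrane potential dye signal; 0% = forskolin plus galanin with DMSO and 100% = forskolin alone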
Target sequence (O60755 1-299 limits assumed): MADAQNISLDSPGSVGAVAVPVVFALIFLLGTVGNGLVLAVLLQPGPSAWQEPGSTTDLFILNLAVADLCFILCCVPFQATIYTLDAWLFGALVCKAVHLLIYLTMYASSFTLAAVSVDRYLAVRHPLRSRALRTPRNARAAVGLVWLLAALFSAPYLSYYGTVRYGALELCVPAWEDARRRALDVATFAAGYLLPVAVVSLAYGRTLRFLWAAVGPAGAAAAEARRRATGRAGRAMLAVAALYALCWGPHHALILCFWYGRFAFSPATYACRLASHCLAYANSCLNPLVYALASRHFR
CRFR2-BP ag – agonists of human CRF-binding protein/CRF-R2 receptor complex; HEK293 CRF-R2/CRF-BP, calcium dye fluorescence (FLIPR); percent of saturating CRF peptide response; activation, % at 13.2 µM; actives 0.46% (n = 350,000);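 active means activation of at least 50%, plus an integration ratio under a set limit after plate pattern correction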;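 further: plate controls were neutral control wells without compound for no effect and CRF at EC100 for full effect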
MEKK3 PB1 HTS – raises or lowers MEK5 binding to the human MEKK3 PB1 domain | AID 1529 | binding response (% of control), % at 10 µM | bead-based flow cytometry, Alexa488-MEK5 binding to MEKK3; actives lie on both sides; 0 = blocked by unlabeled MEK5, 100 = vehicle | actives 1.4% (n = 290,000);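 active means binding response more than 3 SD above or below the average of its plate-row segment, actives on both sides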;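 further: Alexa488 bead fluorescence after subtracting the streptavidin-only scavenger bead signal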
Target sequence (Q99759 whole entry, looked up, the tested form may be a part): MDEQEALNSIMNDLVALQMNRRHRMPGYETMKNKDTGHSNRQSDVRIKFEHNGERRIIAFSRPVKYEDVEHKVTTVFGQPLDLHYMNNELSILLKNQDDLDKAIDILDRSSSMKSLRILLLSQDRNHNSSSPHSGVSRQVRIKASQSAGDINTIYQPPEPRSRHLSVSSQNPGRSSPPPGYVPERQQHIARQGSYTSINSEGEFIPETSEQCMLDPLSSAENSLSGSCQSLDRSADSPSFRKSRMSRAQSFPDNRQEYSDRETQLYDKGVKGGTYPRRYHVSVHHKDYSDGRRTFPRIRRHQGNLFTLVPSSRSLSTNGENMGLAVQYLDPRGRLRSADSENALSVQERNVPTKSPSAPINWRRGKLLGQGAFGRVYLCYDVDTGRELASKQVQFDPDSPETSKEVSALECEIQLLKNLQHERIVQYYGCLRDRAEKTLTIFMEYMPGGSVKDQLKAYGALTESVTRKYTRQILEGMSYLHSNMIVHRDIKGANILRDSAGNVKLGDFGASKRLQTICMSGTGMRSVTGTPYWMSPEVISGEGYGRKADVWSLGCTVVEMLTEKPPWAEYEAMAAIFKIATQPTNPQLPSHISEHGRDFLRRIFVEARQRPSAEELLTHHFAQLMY
MEKK2 WT-MEK5 – raises or lowers MEK5 binding to wildtype human MEKK2 PB1 domain; Q9Y2U5; bead flow cytometry, Alexa488-MEK5 binding to MEKK2 WT; actives lie on both sides; binding response (% of control), % at 10 µM; actives 1.1% (n = 290,000); in the data active means binding response below about 67% or above about 130%
SUMO HTRF inh – blocks human SUMOylation mediated by UBC9. P63279. HTRF SUMOylation assay, SAE1/SAE2 + UBC9, in vitro. inhibition, % at 35 µM. actives 0.36% (n = 290,000). AID 2006; in the data active means inhibition above about 50%, passing the limit was not always enough; further: strong numbers were not always called active
Target sequence (P63279 whole entry, looked up): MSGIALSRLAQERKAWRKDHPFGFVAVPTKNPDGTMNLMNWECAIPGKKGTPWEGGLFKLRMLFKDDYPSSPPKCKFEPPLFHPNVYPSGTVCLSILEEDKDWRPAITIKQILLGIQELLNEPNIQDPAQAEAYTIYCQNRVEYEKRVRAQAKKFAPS
CRFR2-BP antag – CRF-BP/CRF-R2 complex antagonism; HEK293 CRF-R2/CRF-BP, CRF-induced calcium fluorescence; inhibition, % at 11.8 µM; actives 0.59% (n = 350,000);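 active means inhibition of the ligand-induced calcium signal above about 50% at the single tested concentration, limit read from the data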
HCV NS3 hel inh – HCV NS3 helicase inhibition. inhibition, % at 10.9 µM. actives 0.56% (n = 290,000). NS3 helicase DNA unwinding, Cy5 molecular beacon fluorescence;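 active means inhibition above the mean of all tested compounds plus 3 SD, set per campaign, cut at about 35% in these data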;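 further: 0% = DMSO wells and 100% = thioflavine S control wells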
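System: Hepatitis C virus NS3 helicase domain fragment enzyme | Reagent: Annealed dual-labelled DNA beacon duplex, ATP-started | Compound dosing: 10.9 µM single point, 0.8% DMSO | Incubation: 1 h reaction at 25 °C, ATP-initiated | Technique: Cy5 fluorescence | Evaluation: Percent inhibition from t60/t0 fluorescence ratio | Benchmarks: Low DMSO, high thioflavine S at 110 µM | Replication: Singlicate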
Numbers without * were called inactive; x = not tested or not shown. Some of the compounds tested (hit frequency here may not be typical).

SMILES	MEKK2mut PB1 HTS	DNA FID counter	GalR3 antag	CRFR2-BP ag	MEKK3 PB1 HTS	MEKK2 WT-MEK5	SUMO HTRF inh	CRFR2-BP antag	HCV NS3 hel inh
COc1ccc(NC(=O)CSc2nnc(-c3ccncc3)o2)c([N+](=O)[O-])c1	-3	-7	3	-1.2	97	91	11	-4	3
COC(=O)c1ccc(C(NC(=O)OCc2ccccc2)/C(F)=C/[C@@H](C)C(=O)O)cc1 (some centres undefined)	4	x	-2	-0.8	107	107	x	4	x
COc1ccc(-c2nc(CSCC(=O)NC3CCCc4ccccc43)c(C)o2)cc1 (centres undefined)	5	-34	-3	0.4	111	111	-14	2	-7
CCn1c(C)cc(/C=C2\NC(=O)N(CC(=O)Nc3ccc(F)cc3)C2=O)c1C	-1	2	-4	-4.3	104	104	12	0	-1
CCOC(=O)Cn1c(-c2cccnc2Cl)nc2cc(C)c(C)cc21	8	-13	-5	9.2	117	120	2	-5	0
COc1ccc(CCNC(=O)C/C(C)=N/NC(=O)C2CCCCC2)cc1OC	-3	-26	-6	1.1	99	99	11	13	2
Cc1cc(-c2ccccc2)c2c(n1)sc1c(O)cc(=O)[nH]c12	-5	-13	-3	-0.8	93	95	21	-7	-3
Fc1ccc(OCCCn2ccnc2)cc1	6	1	-6	-1.6	109	104	10	7	0
O=C(Nc1cccc(Cl)c1N1CCOCC1)c1cccnc1Cl	5	-14	-5	0.2	103	104	8	0	2
COC(=O)C1=C(N)Oc2cc(C)n(CC3CCCO3)c(=O)c2C1c1ccc(Cl)c(Cl)c1 (centres undefined)	1	-20	-10	1.4	104	103	-9	35	-2
CC(C)c1ccc(NC2CCCN(C(=O)c3cccc(N4CCNC4=O)c3)C2)cc1 (centres undefined)	-1	-39	-6	-1.2	99	92	12	-6	-2
Cc1cc(C)nc(NC(=S)Nc2cccc(F)c2)c1	6	-9	0	3.2	108	108	5	-3	-2
CCOC(=O)c1cnc2c(OC)cccc2c1N1CCN(c2ccc(OC)cc2)CC1	4	-26	2	1.1	103	107	-3	0	-12
CCN(CC)S(=O)(=O)c1cccc(C(=O)Nc2ccccc2C(=O)N2CCOCC2)c1	3	-10	-1	-5.3	105	107	17	39	-3
O=C(COc1ccc2c3c(c(=O)oc2c1)CCC3)NCCCN1CCCC1=O	2	-29	4	0.4	105	103	1	9	-5
C[n+]1cccc2ccc3c(c21)OC(N)=C(C#N)C3c1ccccc1 (centres undefined)	1	0	-8	3.8	87	86	84	-26	34
COc1ccc(Cc2nnc3n2N=C(c2cc4ccccc4o2)CS3)cc1OC	3	-14	-3	-0.4	114	110	x	15	-4
Cc1c(Cl)cccc1NC(=O)NCc1cccnc1	-3	-1	4	0.5	103	96	12	7	2
Cc1nc(C#N)c(N/N=C/c2cccc(Cl)c2)o1	-3	-9	1	-0.4	112	103	14	0	-7
CC(=O)c1cccc(NC(=O)Cc2coc3cc4c(cc23)CCC4)c1	1	-10	-3	0.5	104	102	8	-11	10

An excerpt from above in order of the SUMO HTRF inh value, lowest first.
SMILES	MEKK2mut PB1 HTS	GalR3 antag	CRFR2-BP ag	MEKK3 PB1 HTS	MEKK2 WT-MEK5	SUMO HTRF inh	CRFR2-BP antag	HCV NS3 hel inh
O=C(COc1ccc2c3c(c(=O)oc2c1)CCC3)NCCCN1CCCC1=O	2	4	0.4	105	103	1	9	-5
Cc1nc(C#N)c(N/N=C/c2cccc(Cl)c2)o1	-3	1	-0.4	112	103	14	0	-7
C[n+]1cccc2ccc3c(c21)OC(N)=C(C#N)C3c1ccccc1 (centres undefined)	1	-8	3.8	87	86	84	-26	34

Remaining list, next part:
SMILES	MEKK2mut PB1 HTS	DNA FID counter	GalR3 antag	CRFR2-BP ag	MEKK3 PB1 HTS	MEKK2 WT-MEK5	SUMO HTRF inh	CRFR2-BP antag	HCV NS3 hel inh
Cc1ccc(S(=O)(=O)N(CC(=O)NC2CCCC2)c2cccc(C)c2)cc1	-2	-30	-2	0.7	93	94	-13	7	-5
Cc1cc(=O)oc(C)c1C(=O)OCC(=O)c1ccc(Br)cc1	2	-11	-2	-2.5	93	105	28	1	9
CNC(=S)N(Cc1ccc(OC)cc1)Cc1cc2ccc(C)cc2[nH]c1=O	-14	-4	-4	-4.3	73	69	9	-51	9
CCCCOCCCNC(=O)CC(C)c1ccccc1 (centres undefined)	-2	-15	-1	-6.6	110	99	-2	0	18
Cc1c(C(c2ccccc2Br)c2c(C)n(C)n(-c3ccccc3)c2=O)c(=O)n(-c2ccccc2)n1C	10	-34	-4	0.0	98	103	8	0	8
CCOc1cc(-n2ncc(C#N)c2N)nc(SC)n1	1	0	-3	0.4	86	95	-27	25	-1
O=[N+]([O-])c1ccc(O)c(/C=N/NC(=S)Nc2ccc(Cl)cc2Cl)c1	-38	2	-1	3.1	63	60	x	4	29
CCn1cc(/C=C(\NC(=O)c2ccc(C)cc2)C(=O)NCCCN2CCOCC2)c2ccccc21	3	14	2	0.9	103	107	9	5	-32
COc1ccc(OCCNC(=O)C(Cc2c[nH]c3ccccc23)NC(C)=O)cc1 (centres undefined)	-14	-10	-3	0.5	87	91	9	17	-9
CNc1nc2[nH]c(=O)c3c(c2s1)OC(N)=C(C#N)C3c1ccccc1 (centres undefined)	18	-4	0	17	101	105	-6	-36	-9
COc1ccccc1-c1cc(C(=O)N2CCCc3ccccc32)no1	-5	-24	-5	1.5	98	97	-33	4	9
COc1ccc(-c2cc(C(F)(F)F)nc(N3CCOCC3)n2)cc1	8	-1	-7	1.1	100	102	-2	-40	12
O=C(c1ccc(CS(=O)(=O)c2ccc(Br)cc2)o1)N1CCCCCC1	5	-28	-3	-1.2	111	114	-7	-5	3
COc1ccc(Cl)cc1NC(=O)C1Cc2ccccc2CN1S(C)(=O)=O (centres undefined)	5	-20	-6	-1.4	99	97	4	4	20
Cc1cc(C)nc(NC(=O)c2cccs2)n1	-13	0	-6	-0.4	94	99	16	13	7
Cc1cc(C)c(NC(=O)CN2CCN(c3ccccn3)CC2)c(C)c1	1	-26	-7	-2.7	101	102	-7	4	-6
C/C(=N\NC(=O)c1cccnc1)c1ccc(C)c([N+](=O)[O-])c1	-23	-7	-5	0.5	70	74	10	7	1
O=C(Nc1cccc(S(=O)(=O)N2CCOCC2)c1)c1cc2c(s1)CCC2	1	-1	-2	0.4	102	100	5	-3	2
N#C/C(C(=O)NCc1ccccc1)=C1\SC(CCO)C(=O)N1c1ccccc1 (centres undefined)	2	-14	-5	2.3	96	91	12	2	4
CCN(C(=O)c1ccc2c(OC)n(CC)nc2c1)c1ccc(OC)cc1	4	-10	-2	4.4	107	104	14	-1	2
CC(=O)N1CCN(CC(C)(C)NS(=O)(=O)c2ccc(C)cc2)CC1	8	-19	1	-0.9	102	107	8	5	-8
COc1ccc(CNc2oc(COc3ccccc3)nc2C#N)cc1	x	-19	-6	-5.5	x	x	-13	52*	-13
COc1ccc2cc3cc(C(=O)NCCN4CCN(Cc5ccccc5)CC4)oc3nc2c1	6	28	-7	-1.1	108	110	28	8	-57
CCOC(=O)CSc1ncc(-c2cccc(Cl)c2)cn1	8	-13	-4	0.8	105	113	2	-7	4
Cc1ccc(C(=O)NC(c2ccccc2)C(Cl)Cl)cc1 (centres undefined)	12	-4	-2	-2.3	98	94	-7	18	-9
COc1ccc2[nH]cc(CCN3C(=O)c4ccc(C(=O)O)cc4C3=O)c2c1	-1	-23	-8	2.0	101	100	6	16	4
C(=N/Nc1nccs1)/c1cccnc1	5	-3	-5	-1.5	102	105	12	2	1
CCC(=O)NN1CCN(c2ccncc2S(=O)(=O)N2CCCCC2)CC1	7	-8	-1	0.5	102	108	2	-3	5
COc1ccc(N(CC(=O)N/N=C/c2ccc(OC3CSC3)cc2)S(=O)(=O)c2ccccc2)cc1	8	-2	7	-2.2	103	107	8	21	-10
C/C(=N\NC(=O)c1cccs1)c1ccncc1	2	-4	0	1.2	108	106	5	20	21
CC(=O)Nc1ccc(C(=O)N/C(=C/c2ccccc2)C(=O)NCc2ccco2)cc1	-1	-9	3	0.4	104	103	17	0	-3
O=C(CSc1nnc(-c2ccc(F)cc2)c2ccccc12)Nc1ccccc1Cl	10	-17	-4	0.2	102	93	-28	-2	-11
O=C(O)CN1C(=O)/C(=C\c2ccc(OC(=O)c3ccco3)cc2)SC1=S	-2	-21	-7	1.8	102	104	16	-4	3
O=C(c1csc2ccccc12)N1CCN(c2ccccn2)CC1	10	-20	-3	-3.0	101	98	25	-28	-4
Cc1ccc2c(c1)C1CCCC3C1N2CC(=O)N3Cc1ccccc1 (centres undefined)	18	-18	x	x	100	18*	30	x	2
CSc1ccc(C#N)cc1NC(=O)c1cccc(Cl)c1	-19	-4	0	-2.5	83	90	0	-2	-2
Cc1n[nH]c(=O)n1-c1ccc(Oc2ccccc2)cc1	4	-18	-2	-0.9	109	106	4	16	7
Cn1nc(-c2ccc3c(c2)OCCO3)c2ccccc2c1=O	0	-3	-7	0.2	109	104	16	-17	5
COc1ccc(NC(=O)C2CCN(S(=O)(=O)c3cccnc3)CC2)cc1Cl	-4	-2	1	-3.6	106	95	-10	5	-2
CCCCn1c(SCC(=O)NCC2CCCO2)nc2ccc(N3CCOCC3)cc2c1=O (centres undefined)	2	-12	-5	-0.7	102	98	15	11	15
COc1ccc(S(=O)(=O)N2CCOCC2)cc1NC(=O)CSc1ccccc1	2	-22	-3	-1.4	94	99	-9	9	5
CC(=O)c1cccc(NC(=O)c2ccccc2OCc2ccc(F)cc2)c1	5	-30	-14	1.2	105	104	5	-7	10
CCOC(=O)c1sc(SCC(=O)Nc2ccc(N(C)C)cc2)nc1N	8	-7	-7	-1.5	106	108	3	10	-2
CC(C)OC(=O)C(CC(=O)O)N1CCOCC1 (centres undefined)	1	1	1	0.7	101	98	-3	-10	1
NC(=O)[C@H]1CC2(CC(c3cccc(NC(=O)COc4ccc(Cl)cc4)c3)=NO2)CN1C(=O)c1ccc(Cl)cc1 (some centres undefined)	2	x	-3	5.1	92	91	-2	-10	x
COc1ccc(-c2nn(-c3ccccc3)cc2/C=C\C(=O)Nc2ccc(C(=O)O)cc2)cc1	-10	-22	-2	-2.5	103	79	45	40	-13
Cc1ccc(Nc2nc(N)nc(CN3CCN(c4ccccc4)CC3)n2)cc1Cl	10	5	-5	-0.3	104	117	-26	-37	-118
CN(C)CCCNS(=O)(=O)c1cc(Cl)c(Cl)cc1Cl	1	6	-1	1.2	99	97	-4	-1	4
CC(=O)Nc1cccc(OCCCNC(=O)c2cccc3ccccc23)c1	-4	-23	-5	-0.6	99	92	2	-2	-1
CCOC(=O)Cc1csc(NC(=O)Cc2ccc(Cl)cc2)n1	-17	-14	-1	-0.4	89	89	-2	20	-6
CCCCN(CC)CCCNC(=O)Cn1nc(Cc2ccncc2)c2ccccc2c1=O	-5	5	-7	2.3	97	99	22	-3	-6
CCOc1ccccc1OCC(=O)NN1Cc2ccccc2C1=N	3	-1	-3	0.8	103	109	14	2	-1
CCC(=O)N(CCN1CCOCC1)Cc1cc2cc3c(cc2nc1Cl)OCO3	4	-5	-4	2.2	99	98	8	9	8
CNC(=S)NNc1nc(C)cc(C)n1	3	-2	-1	3.4	104	102	10	1	0
